Screening data deposited in PubChem BioAssay by National Center for Advancing Translational Sciences (NCATS).
TrxR1 substrate = substrates of rat thioredoxin reductase 1; O89049; purified TrxR1 substrate turnover, NADPH consumption readout; Potency, µM (doses to about 114 µM), for inactives: at the top dose activity change, negative = substrate turnover; 390,000 compounds, 0.01% hits; AID 588456; also: potency is read from the fitted curve at half-maximal effect; % is scaled to controls: 0 for no effect and ±100 for the full control effect; nearly all actives have a fitted effect of over 50% in size
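Rat TrxR1, dispensed at 90 nM, was prereduced with 400 uM NADPH (final) for 5 min at ~22 deg C, then incubated with compound 15 min before 400 uM selenite. A first-read NADPH fluorescence drop versus no-compound background flagged substrates.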
TRHR enhancer = TRH receptor (human) allosteric enhancement | P34981 | TRHR cells, fluo-8 calcium fluorescence, EC20 TRH enhancement | enhancement, % at 2 µM | 360,000 compounds, 0.66% hits | AID 493056; in the data active = enhancement above about 30%; also: 0% is about no effect
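Enhancer read-out: after compound pinning and an initial kinetic agonist-mode read, an EC20 of TRH (10 nM final) was injected and fluo-8 calcium signal (Ex 480/Em 530) followed at 1 s/cycle for 100 cycles in TRHR-expressing cells.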
TRHR agonist = activates the human TRH receptor; P34981; activation, % at 2 µM; TRHR cells, calcium flux fluo-8, FDSS agonist mode; 360,000 compounds, 0.18% hits; in the data active = activation above about 30%; also: 0% is about no effect
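Agonist-mode FDSS calcium read (Ex 480/Em 530, 1 s cycles) in 1536-well TRHR cells with fluo-8 dye, after 10-cycle baseline and 23 nL compound addition; TRH at EC20 (10 nM final) added afterwards for the enhancer phase.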
TrxR1 inh = rat TrxR1 inhibition; O89049; recombinant rTrxR1, NADPH fluorescence consumption, selenite substrate; Potency, µM (series often up to 114 µM), without a hit: top-dose activity change, negative = inhibition, usual class: inhibitors; 390,000 compounds, 1% hits; AID 588453; also: potency is read from the fitted curve at half-maximal effect; % is scaled to controls: 0 for no effect and ±100 for the full control effect; nearly all actives have a fitted effect of over 65% in size
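Rat TrxR1 (90 nM in the dispensed reagent) was pre-reduced with 400 uM NADPH for 5 min at room temperature, then incubated with compound for 15 min. After 400 uM selenite was added, NADPH fluorescence (Ex 340/Em 450 nm) was followed for 8 min.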
USP1-UAF1 inh = inhibitors of human USP1/UAF1 deubiquitinase | Potency, µM (doses to about 57.1 µM), for the others: top-dose activity change, negative = inhibition, usual class: inhibitors | recombinant USP1/UAF1, Ub-Rhodamine cleavage fluorescence | O94782 | 390,000 compounds, 0.23% hits; also: potency is read from the fitted curve at half-maximal effect; % is scaled to controls: 0 for no effect and ±100 for the full control effect; nearly all actives have a fitted effect of over 60% in size; inactives centre near -12
Target sequence (O94782 whole entry, looked up): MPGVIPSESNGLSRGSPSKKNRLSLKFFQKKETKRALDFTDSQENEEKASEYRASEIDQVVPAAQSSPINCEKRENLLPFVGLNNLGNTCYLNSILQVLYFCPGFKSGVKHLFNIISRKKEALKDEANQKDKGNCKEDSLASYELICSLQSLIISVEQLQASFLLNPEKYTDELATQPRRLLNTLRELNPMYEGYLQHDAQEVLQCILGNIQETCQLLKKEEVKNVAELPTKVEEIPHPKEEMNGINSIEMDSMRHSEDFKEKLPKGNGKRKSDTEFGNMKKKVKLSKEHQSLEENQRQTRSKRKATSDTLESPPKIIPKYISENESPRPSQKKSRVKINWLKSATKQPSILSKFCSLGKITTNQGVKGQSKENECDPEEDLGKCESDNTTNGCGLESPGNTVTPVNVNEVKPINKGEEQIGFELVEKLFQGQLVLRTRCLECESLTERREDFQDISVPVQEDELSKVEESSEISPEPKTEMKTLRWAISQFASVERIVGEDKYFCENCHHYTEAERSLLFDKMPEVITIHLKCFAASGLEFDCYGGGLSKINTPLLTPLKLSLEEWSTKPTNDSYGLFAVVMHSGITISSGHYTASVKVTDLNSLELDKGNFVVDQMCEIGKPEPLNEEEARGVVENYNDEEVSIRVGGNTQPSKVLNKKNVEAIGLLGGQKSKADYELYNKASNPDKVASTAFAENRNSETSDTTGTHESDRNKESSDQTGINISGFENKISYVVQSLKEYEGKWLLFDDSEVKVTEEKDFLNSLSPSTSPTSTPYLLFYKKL
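USP1/UAF1 complex at 1 nM was preincubated with compound for 15 min at room temperature, then Ub-Rho substrate (150nM final) was added. Fluorescence (480/540 nm) was read kinetically, 6 reads every 60 seconds.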
D2 antag = D2 dopamine receptor (human) antagonism; 340,000 compounds, 2% hits; inhibition, % at 10 µM; HEK293 TREx D2 cells, calcium flux, dopamine EC80; in the data active = inhibition above about 30%; also: 0% is about no effect
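Dopamine at EC80 is the agonist stimulus; test compounds precede it by 180 s. Calcium flux read kinetically in a force-coupled, inducible HEK293 T-REx D2 cell line.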
D2 agonist = D2 dopamine receptor (human) agonism. P14416. HEK293 T-REx D2 cells, calcium flux agonist mode. activation, % at 2 µM. 340,000 compounds, 0.53% hits. AID 485358;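 active = activation over 3 SD above normal in the single-dose calcium agonist read, cut at about 30% in these data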; also: 0% is about no effect
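Calcium-flux readout, 1 cycle/sec over 180 s following compound pin transfer, in inducible HEK293 Trex D2 cells (force-coupled); dopamine controls included. Positive calcium responses during this window marked compounds as potential agonists.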
IDH1 R132H inh = blocks human mutant IDH1 R132H enzyme; O75874; IDH1-R132H enzyme, NADPH consumption, diaphorase/resazurin fluorescence; Potency, µM (doses to about 76.6 µM), for the others: top-dose activity change, negative = inhibition, hits mostly inhibitors; 390,000 compounds, 0.093% hits; also: potency is read from the fitted curve at half-maximal effect; % is scaled to controls: 0 for no effect and ±100 for the full control effect; nearly all actives have a fitted effect of over 65% in size
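IDH1-R132H (0.5 ug/mL) preincubated 30 min with compound, then NADPH (0.016 mM) and alpha-KG (2 mM) added; 80 min at RT, pH 7.5. Remaining NADPH coupled via diaphorase/resazurin to fluorescence (540/590 nm); concentration-response curves normalized to no-enzyme control.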
PI4K2A inh = PI4K2A (human) kinase inhibition | Q9BTU6 | purified PI4K2A, ADP-Glo luminescence, 1 h; stronger effect = lower value | activity change, negative = inhibition, % at 76.9 µM | 420,000 compounds, 0.13% hits | AID 1346378; in the data active = activity change below about -50%; inconclusive = mostly about -30% to -49%;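 also: -100% = wells without enzyme as full effect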
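Compounds are screened against recombinant PI4K2A using PI as substrate and ATP, the latter dispensed at 300 microM. Reactions run one hour at ambient temperature before ADP-Glo detection; full inhibition defined by wells lacking enzyme.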
The depositor's hits bear a star; ? = inconclusive; · = not tested or not shown; & = joins results of further samples; [ ] = dose if it differs, or a comment. Unless noted, calls follow the shape of the dose curve; as a rule, active = well fitted inhibition curve with a large enough effect; inconclusive = small, poorly fitted or top-dose-only effect; inactive = no such curve, though single readings can be large or run the other way.

Molecule | TrxR1 substrate | TRHR enhancer | TRHR agonist | TrxR1 inh | USP1-UAF1 inh | D2 antag | D2 agonist | IDH1 R132H inh | PI4K2A inh
Cn1c(CCN2CCCCC2)nc2cc(NC(=O)COc3ccc([N+](=O)[O-])cc3)ccc21 | -9.6% | 0.6 | 0.0 | -15.1% | -26.3% | -3.2 | 0.2 | -6.1% | 7.5
CSc1nnc(-c2cc(-c3ccc(C)cc3)nc3ccccc23)o1 | -5.0% | -2.1 | 0.9 | 4.8% | -15.0% | -7.2 | -0.7 | 0.3% | -5.3
CC(C)(C)c1ccc(NC(=O)COC(=O)CCc2nc3ccccc3c(=O)[nH]2)cc1 | -6.4% | -12.5 | -0.1 | -6.7% | -4.7% | -8.3 | -0.2 | 8.1% | -0.5
Cc1ccc(/C=C2/C(=O)c3ccc(C(=O)O)cc3C2=O)o1 | 3.9%[57.1 µM] | -1.5 | 1.1 | ? | ? | · | · | 6.6% | -7.7
CC(NCc1ccc2c(c1)OCO2)C(=O)NC1CCCc2ccccc21 (centres undefined) | -4.2% | -0.8 | -0.4 | -0.4% | -22.0% | -14.5 | 0.1 | 6.1% | 11.7
O=C(Nc1ccc(C(F)(F)F)cc1)c1cccnc1N1CCOCC1 | -0.1% | -8.8 | 0.4 | ? | -0.8% | -8.5 | 0.7 | 3.2% | -0.8
CCOC(=O)C(C)Oc1cccc2c(=O)n(CC(=O)N3CCc4ccccc43)ccc12 (centres undefined) | 0.6%[57.1 µM] | -3.3 | -0.6 | -4.7%[57.1 µM] | -0.8% | -0.4 | 0.0 | -7.3% | -4.8
COc1ccc(OC)c(C2N=C(N)Nc3nc4ccccc4n32)c1 (centres undefined) | -4.1% | -0.3 | 1.4 | 0.7% | -9.2% | · | -0.1 | -7.2% | 4.8
CSc1nnc2c(n1)OC(c1cccn1C)N(C(C)=O)c1ccccc1-2 (centres undefined) | -5.5% | -0.8 | 0.7 | -5.0% | -4.4% | -29.2 | 0.6 | 2.6% | -1.9
CC(C(=O)Nc1ccccc1Cl)c1ccc([N+](=O)[O-])cc1 (centres undefined) | -2.9%[57.1 µM] | 11.1 | 1.2 | 10.3%[57.1 µM] | -8.0% | · | · | 11.2% | 2.5
O=S(=O)(c1cnc(Cl)c(Br)c1)N1CCN(c2ncccn2)CC1 | 2.5%[57.1 µM] | -7.6 | 1.1 | 20.8%[57.1 µM] | -11.7% | -6.7 | -1.4 | -5.3% | -4.9
COc1ccc(-c2csc3[nH]c(=S)n(-c4ccccc4)c(=O)c23)cc1OC | -8.2% | -5.0 | -0.2 | ? | -1.1% | -1.9 | 0.1 | -23.3% | -2.1
CCCCCOc1ccc(C(=O)CCC(=O)Nc2ccc(NC(C)=O)cc2)cc1 | -1.5% | -1.4 | 0.7 | 29.5% | -4.9% | -13.1 | 1.3 | 8.9% | 5.2
CCOc1cccc(/C=N/NC(=O)C2CCCC2)c1O | 4.0% | -7.3 | 4.1 | 12.7% | -8.8% | -3.6 | 0.0 | -2.1% | 0.6
C/C(=N/NS(=O)(=O)c1cc(C)ccc1C)c1ccncc1 | 7.4% | 0.5 | 0.3 | 21.6% | -25.7% | -4.4 | -0.4 | 16.2% | 1.3
COc1ccccc1OC(=O)c1cc(Cl)nc2ccccc12 | 5.1% | 7.2 | -0.8 | 43.0% | -0.4% | -2.3 | 1.0 | 0.0% | -23.2
O=C(NNC(=O)c1ccccn1)c1ccc(OC(F)F)cc1 | 4.2% | · | · | 12.9% | -15.9% | · | · | -2.7% | -15.7
O=C(NCc1ccncc1)C1CCCN(S(=O)(=O)c2cc(Cl)ccc2Cl)C1 (centres undefined) | -3.2%[57.1 µM] | -2.7 | 0.3 | -2.0%[57.1 µM] | -7.0% | · | · | -4.4% | 0.2
CCOc1ccc(S(=O)(=O)NCc2cccnc2)cc1C(C)C | 8.0% | -5.6 | -0.5 | 3.9%[57.1 µM] | -22.2% | 3.3 | 0.3 | 7.0% | -0.5
O=C(COC(=O)c1ccco1)Nc1cc(S(=O)(=O)N2CCCCC2)ccc1Cl | -2.9% | · | · | 12.3% | -22.2% | · | · | -15.6% | -1.3
FC(F)(F)c1ccccc1C1=CC(c2ccccc2)n2ncnc2N1 (centres undefined) | 30.0%[57.1 µM] | · | · | -11.8%[57.1 µM] | 25.9% | · | · | -11.5% | -1.2
COC(=O)C1=NNC2(c3ccc(Cl)cc3)C(=O)N(c3ccccc3)C(=O)C12 (centres undefined) | -5.3% | 14.1 | 0.2 | -4.8% | -16.6% | 6.1 | 1.0 | 8.9% | -2.8
Cc1ccccc1NS(=O)(=O)c1ccc(C(=O)N2CCN(c3ccccn3)CC2)cc1 | -9.2% | 1.8 | -0.1 | -4.6% | -12.7% | 3.1 | 0.7 | -4.0% | 13.0
Cc1ccc(NC(=O)N2CCN(C(=O)c3nsc4ccccc34)CC2)cc1C | 5.3%[57.1 µM] | -0.4 | -1.0 | 16.5%[57.1 µM] | -7.9% | · | -0.5 | 6.0% | 2.4
Cc1ccc(NC(=O)Cn2ccsc2=N)c([N+](=O)[O-])c1 | -1.8%[57.1 µM] | -1.4 | 0.8 | 14.9%[57.1 µM] | -7.9% | 0.6 | -0.2 | 4.0% | 1.1
Cc1ccc(NC(=S)Nc2ccc3cn[nH]c3c2)cc1C | 0.2% | 0.3 | 0.1 | 2.4% | -14.1% | -4.0 | -0.2 | -1.8% | 10.7
Cc1nc(C(=O)N2CCc3c([nH]c4ccccc34)C2c2ccccn2)cs1 (centres undefined) | 1.3% | -2.5 | -0.1 | 10.3% | -21.1% | -4.3 | 0.4 | -4.4% | 2.0
CCCC(CCC)C(=O)O | 12.0%[57.1 µM] | 11.0 | -1.0 | 18.8%[57.1 µM] | -19.1%&-11.9% | -41.5 | -0.2 | -1.3%&-2.6% | 4.4&4.4&2.3&-5.0
CCOC(=O)C(Cc1ccnnc1)=NO | 16.5% | · | · | 66.5%[57.1 µM] | -8.9% | · | · | 14.3% | -8.8
COc1cccc(N2CC(C(=O)Nc3nnc(SCC(=O)Nc4ccc(NC(C)=O)cc4)s3)CC2=O)c1 (centres undefined) | -8.9% | 6.2 | 0.4 | -14.0% | -14.4% | 11.5 | -0.4 | 0.0% | 0.0
O=C(NCC1CCCCC1)c1cccnc1 | 3.2% | -6.5 | -0.1 | 14.0% | -11.5% | -2.0 | -1.3 | 3.4% | 0.1
C/C(=N\NC(=O)c1nnn(-c2nonc2N)c1CSc1ccccc1)c1cccnc1 | -5.6% | -4.1 | -0.8 | ? | -11.4% | 5.0 | -0.5 | 2.4% | 0.3
CC(CNC(=O)CCCn1c(=O)c2cccn2c2ccccc21)c1ccccc1 (centres undefined) | -2.4% | -8.0 | 0.2 | 13.4% | -21.8% | · | 1.8 | -11.6% | 3.9
O=C(N/N=C/c1ccc(-c2ccc([N+](=O)[O-])cc2)o1)[C@H]1C[C@@H]1c1ccccc1 | -2.4% | 6.2 | 4.1 | -0.7% | -16.3% | -3.0 | 2.5 | -2.5% | 2.1
NS(=O)(=O)c1ccc2c(c1)C(=NO)c1cc(S(N)(=O)=O)ccc1-2 | 5.0% | 5.4 | 0.5 | 15.3% | -20.3% | -6.5 | 1.0 | 9.2% | -4.9
Cc1ccccc1Cn1ccc(NC(=O)c2cc3nc(-c4ccco4)cc(C(F)(F)F)n3n2)n1 | 50.2%[activator] | -0.9 | 0.4 | -5.6% | -19.5% | -14.1 | 1.0 | -0.8% | -9.6
CC1(C)Cc2c(sc3nnn(Cc4ccccc4)c(=O)c23)CO1 | -9.4% | -2.0 | -0.3 | -5.7% | -22.7% | -17.3 | 0.0 | 0.1% | -0.8
CCCCN(C(=O)CSc1nnc(-c2ccc(Cl)cc2)o1)c1c(N)n(CC(C)C)c(=O)[nH]c1=O | -0.6% | 3.1 | 0.6 | 3.0% | -0.6% | -32.5 | -1.2 | -6.6% | 2.1
Cc1ccc(C(N)=Nc2ccccc2)cc1 | 6.7%[57.1 µM] | -3.8 | 22.4 | 16.8%[57.1 µM] | -13.8% | 11.8 | 10.6 | -3.8% | -2.3
CCOc1ccc(CCNC(=O)COC(=O)c2ccc(OC)c(OC)c2OC)cc1OCC | 6.3%[57.1 µM] | -2.2 | -0.2 | 21.4%[57.1 µM] | -15.4% | 6.2 | 0.4 | 1.4% | 3.8
CCOC(=O)c1cnn(-c2cc(C(C)(C)C)nc3c(-c4ccccc4)c(C)nn23)c1N | 4.3% | 28.3 | 0.1 | 4.3% | -6.2% | -42.2 | 0.1 | 4.4% | -8.9
Cc1cccc2cc(CN(Cc3ccc(F)cc3)Cc3nnnn3C3CCCC3)c(=O)[nH]c12 | -3.9%[57.1 µM] | -3.5 | 0.2 | -9.7% | -9.1% | -2.1 | -1.4 | 1.3% | 0.7
CC(=O)N1c2ccccc2C(=O)C1N1CCN(c2ccc(Cl)cc2)CC1 (centres undefined) | -11.1%[57.1 µM] | 0.5 | 0.2 | -20.6%[57.1 µM] | -18.1% | · | 0.1 | -2.3% | -1.4
Cc1ccc2c(c1)NC(c1cccs1)C1=C(CC(C)(C)CC1=O)N2 (centres undefined) | 0.4%[57.1 µM] | 2.1 | -0.3 | 16.2%[57.1 µM] | -6.8% | -16.8 | -0.5 | -1.0% | 1.9

3 compounds out of the list, ordered by molecular weight, low to high:
Molecule | TrxR1 substrate | TRHR enhancer | TRHR agonist | TrxR1 inh | USP1-UAF1 inh | D2 antag | D2 agonist | IDH1 R132H inh | PI4K2A inh
Cc1ccc2c(c1)NC(c1cccs1)C1=C(CC(C)(C)CC1=O)N2 (centres undefined) | 0.4%[57.1 µM] | 2.1 | -0.3 | 16.2%[57.1 µM] | -6.8% | -16.8 | -0.5 | -1.0% | 1.9
CC(=O)N1c2ccccc2C(=O)C1N1CCN(c2ccc(Cl)cc2)CC1 (centres undefined) | -11.1%[57.1 µM] | 0.5 | 0.2 | -20.6%[57.1 µM] | -18.1% | · | 0.1 | -2.3% | -1.4
CCOC(=O)c1cnn(-c2cc(C(C)(C)C)nc3c(-c4ccccc4)c(C)nn23)c1N | 4.3% | 28.3 | 0.1 | 4.3% | -6.2% | -42.2 | 0.1 | 4.4% | -8.9
